# Assay outcomes from PubChem BioAssay.
# FBW7 act – activators of human E3 ligase FBW7. Q969H0. AlphaScreen FBW7–phospho-cyclin E peptide binding, activator screen. normalized activity (activation), % at 26.1 µM. 650,000 tested, 0.13% active. AID 1259310; in the data active means normalized activity above about 1.9%;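 further: purified mutant Fbw7 with reduced substrate affinity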
# MITF primary – blocks human microphthalmia-associated transcription factor; 650,000 tested, 0.91% active; O75030; AID 1259374; inhibition, % at 2.6 µM; AlphaScreen MITF homodimerization, bead proximity signal; in the data active means inhibition above about 50%;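 further: 0% = vehicle wells with protein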
# Target sequence (O75030 whole entry, looked up): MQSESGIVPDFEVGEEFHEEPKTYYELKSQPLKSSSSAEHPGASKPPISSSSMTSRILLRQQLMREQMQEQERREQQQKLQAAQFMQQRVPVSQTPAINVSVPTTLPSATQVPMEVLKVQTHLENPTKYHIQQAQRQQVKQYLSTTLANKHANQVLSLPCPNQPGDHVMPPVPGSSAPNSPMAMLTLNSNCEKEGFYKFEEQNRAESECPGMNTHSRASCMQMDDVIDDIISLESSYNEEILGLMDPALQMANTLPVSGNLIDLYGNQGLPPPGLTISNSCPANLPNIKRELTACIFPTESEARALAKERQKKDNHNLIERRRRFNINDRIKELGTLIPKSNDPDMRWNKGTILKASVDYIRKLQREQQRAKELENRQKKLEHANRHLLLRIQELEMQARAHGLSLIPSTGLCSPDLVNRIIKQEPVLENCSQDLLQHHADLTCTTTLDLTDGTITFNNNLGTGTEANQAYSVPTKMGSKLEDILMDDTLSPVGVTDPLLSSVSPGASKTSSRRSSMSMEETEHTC
# TEAD-YAP block – TEAD-YAP interaction inhibition | AID 1259422 | inhibition, % at 9.12 µM | HEK-TIYL cells, TEAD-Gal4/YAP UAS-luciferase luminescence | 640,000 tested, 1.4% active; in the data active means inhibition above about 32%;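 further: 0% = median of test compound wells and 100% = reference inhibitor wells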
# GPR151 ag – activators of human GPR151 | Q8TDV0 | PathHunter beta-arrestin GPR151 cells, luminescence | activation, % at 11.2 µM | 650,000 tested, 1% active; in the data active means activation above about 4.9%;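 further: 0% = median of compound wells and 100% = cells with positive control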
# Target sequence (Q8TDV0 whole entry, looked up): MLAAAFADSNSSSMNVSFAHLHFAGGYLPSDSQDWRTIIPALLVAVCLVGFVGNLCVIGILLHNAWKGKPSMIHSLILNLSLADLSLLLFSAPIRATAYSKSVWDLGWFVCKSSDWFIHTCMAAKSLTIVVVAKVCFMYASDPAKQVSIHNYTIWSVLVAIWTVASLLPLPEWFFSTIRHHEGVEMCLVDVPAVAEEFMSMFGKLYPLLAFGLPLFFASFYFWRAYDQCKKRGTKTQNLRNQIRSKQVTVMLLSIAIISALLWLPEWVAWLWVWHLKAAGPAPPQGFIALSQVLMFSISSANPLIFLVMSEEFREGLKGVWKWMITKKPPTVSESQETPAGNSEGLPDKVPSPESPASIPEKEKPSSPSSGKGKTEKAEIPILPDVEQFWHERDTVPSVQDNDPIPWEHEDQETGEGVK
# The depositor's hits bear a star; nt = not tested or not shown. Not a hit list; about 3.5% have a hit in one of these screens.
Compound	FBW7 act	MITF primary	TEAD-YAP block	GPR151 ag
c1ccc(Nc2ncnc3nc(Nc4cnccn4)[nH]c23)cc1	0.0	-8	-14	-3.3
Cc1nc(CSc2nc3c(sc(=S)n3-c3ccc(C)c(C)c3)c(=O)n2-c2ccc(F)cc2)cs1	0.1	12	14	0.1
O=[N+]([O-])c1ccc(Cl)c(S(=O)(=O)Nc2ccc(S(=O)(=O)N3CCOCC3)cc2)c1	0.1	11	-5	1.6
Cc1noc(N)c1C1(O)C(=O)N(CCC(C)C)c2ccccc21 (stereo not given)	0.0	1	11	0.0
O=C(CC1CCOCC1)Nc1ccc(I)cc1	0.0	-8	-49	-1.5
Cn1c(-c2ccccc2)nn(CN2CCCC2)c1=S	0.3	2	4	0.7
CCS(=O)(=O)Nc1ccc(-c2nnc(SCC(=O)Nc3cc(C)cc(C)c3)o2)cc1	-0.1	11	-6	-0.3
CCOc1ccc(CN2CCN(c3cc(C)c(C#N)c4nc5ccccc5n34)CC2)cc1	0.7	16	7	-1.2
C=CCN1C(=O)S/C(=C/C=C/c2ccc(OC)cc2)C1=O	0.2	2	-38	1.9
Cc1cc(OCCN2CCNCC2)cc(C)c1Cl	-0.1	62*	5	0.5
COCc1nc(-c2nonc2N)n[nH]1	-0.2	4	-3	1.2
CN(C)c1ccc(C2/C(=C(/O)c3ccc(Cl)cc3)C(=O)C(=O)N2Cc2ccccc2)cc1 (stereo not given)	0.3	21	3	1.7
CCOC(=O)c1c(NC(=O)C(C)Oc2ccc(F)cc2)sc2c1CCCCC2 (stereo not given)	-0.1	-5	4	-0.1
CS(=O)(=O)N1CCN(C(=O)c2ccc(F)cc2)CC1	1.1	8	-3	-1.9
O=S(=O)(c1ccc(-c2ccccc2)cc1)N1CCCC(c2nc(-c3ccncc3)no2)C1 (stereo not given)	-0.1	-4	-4	0.0
CCCCNC(=S)N(C)Cc1c(C)nn(C)c1C	0.1	-12	12	0.6
O=C(CS(=O)CC(=O)Nc1ccc2c(c1)OCCO2)Nc1ccc(Cl)cc1 (stereo not given)	0.2	16	-45	6.7*
O=C(NCCCc1ccccc1)C1CC12CCN(Cc1cccnc1)CC2 (stereo not given)	0.0	4	8	-0.8
CC(NC(=O)Cn1ncc2ccccc21)c1ccccc1 (stereo not given)	0.4	6	3	1.0
CSc1ncccc1C(=O)OCC(=O)/C(C#N)=C(\C)N	0.0	8	7	-1.3
CCOc1ccc(NC(=O)CSc2nc3ccc(Nc4nc(N5CCOCC5)nc(N5CCOCC5)n4)cc3s2)cc1	0.1	9	14	-0.4
Cc1cc(NC(=O)CSc2nc3c(sc(=S)n3-c3ccc(C)c(C)c3)c(=O)n2-c2ccccc2)n[nH]1	0.2	3	0	-1.2
O=C(O)CCCCC(=O)CC[C@H]1[C@H](O)CC(O)[C@@H]1CCC(=O)O (stereo not given in full)	nt	-8	nt	-1.4
CCOc1ccccc1C1C(C(=O)N2CCOCC2)=C(C)Nc2nc3ccccc3n21 (stereo not given)	-0.1	4	1	-1.1
CC(=O)N1CCC(N(C(=O)/C=C/c2ccccc2)c2ccc3[nH]c(C)cc3c2)CC1	-0.1	7	-8	-0.1
CCOC(=O)c1ccc(N2C(=O)c3ccccc3NC2c2cccc([N+](=O)[O-])c2)cc1 (stereo not given)	0.0	3	11	-1.2
Cc1ccc(S(=O)(=O)NC(=O)N2CCC(c3nc(-c4cccs4)no3)CC2)cc1	0.3	-6	2	-0.2
COc1ccc2c(c1)CC(c1nc3c(F)cc(-c4ccnc(N)n4)cc3[nH]1)NC2 (stereo not given)	0.1	12	-5	-0.7
COc1ccccc1NC(=O)c1sc2ncn(CC#N)c(=O)c2c1C	-0.1	-10	-4	0.0
Cc1ccccc1OCCNC(=O)COc1ccc(C2CCCCC2)cc1	0.1	0	7	-0.3
COc1ccc(/C=C/C(=O)OC2CCCCC2CN(C)C)cc1 (stereo not given)	0.0	0	10	2.0
N#Cc1cnn(-c2ccccc2)c1/N=C/N1CCCC1	0.0	-3	-6	0.2
Cc1nc(N)sc1N=Nc1ccc(F)cc1	-0.1	2	-38	0.9
COc1ccccc1C1C(C#N)=C(N)Oc2cc3ccccc3cc21 (stereo not given)	-0.1	4	37*	0.3
CSc1ccc(S(=O)(=O)Nc2ccc(F)cc2)cc1	0.1	2	-1	0.2
CC(=O)c1ccc2c(c1)Cc1ccccc1-2	0.3	10	-14	-1.2
O=C(Nc1nnc(CC(=O)N2CCCC2)s1)c1cccc([N+](=O)[O-])c1	0.1	9	6	-0.5
CSc1ccccc1-c1ccc(NCCc2ccccn2)nc1	-0.5	6	5	0.7
CCCCNc1nc2c(c(=O)n(C)c(=O)n2C)n1Cc1cccc(Br)c1	0.6	13	8	0.7
Cc1[nH]c2ccc(CNC(=O)Nc3ccc(F)cc3F)cc2c1C	0.0	6	6	5.9*
CCCCC[C@@H](O)[C@@H](O)C/C=C\C/C=C\C/C=C\CCCC(=O)O	nt	2	nt	-1.4
Nc1ccc(N=Cc2cc([N+](=O)[O-])ccc2O)cc1[N+](=O)[O-]	0.0	-3	5	0.3
CCn1c(SCC(=O)N2c3ccccc3CC2C)nnc1C1CC1 (stereo not given)	0.8	14	11	-1.7
O=C1C(Nc2ccc3c(c2)OCCO3)=CC(c2ccccc2)N1c1ccc2c(c1)OCCO2 (stereo not given)	0.6	11	-8	4.0
COC(=O)CN1C(=S)N(C)C(=O)/C1=C/c1cc(Cl)cc(Cl)c1OC	-0.5	4	-9	-0.9
CCc1ccc(-c2cc(C(=O)Nc3cc(C(=O)OC)cc(C(=O)OC)c3)c3ccccc3n2)cc1	0.1	53*	4	-0.7
CC(C)(C)N1C(=O)c2ccc(C(=O)Nc3cccc(I)c3)cc2C1=O	-0.1	6	-21	2.3
O=C(c1cc2ccccc2oc1=O)N1CCN(c2ccc([N+](=O)[O-])cc2Cl)CC1	0.5	19	7	-1.9
COc1ccc(S(=O)(=O)N2CCN(c3cc(-n4cccn4)ncn3)CC2)cc1C	0.1	-15	33*	2.9
CCn1cc(CN2CCN3C(=O)[C@H](Cc4ccc(O)cc4)NC(=O)[C@H]3C2)c(C)n1	-0.4	-7	-8	0.2

# Whole records as entered above. Order of values: FBW7 act | MITF primary | TEAD-YAP block | GPR151 ag
# Entry for CSc1ccc(S(=O)(=O)Nc2ccc(F)cc2)cc1 → 0.1 | 2 | -1 | 0.2
# Entry for CCn1cc(CN2CCN3C(=O)[C@H](Cc4ccc(O)cc4)NC(=O)[C@H]3C2)c(C)n1 → -0.4 | -7 | -8 | 0.2
# Entry for O=C(c1cc2ccccc2oc1=O)N1CCN(c2ccc([N+](=O)[O-])cc2Cl)CC1 → 0.5 | 19 | 7 | -1.9
# Entry for CCCCC[C@@H](O)[C@@H](O)C/C=C\C/C=C\C/C=C\CCCC(=O)O → nt | 2 | nt | -1.4
# Entry for Cc1nc(N)sc1N=Nc1ccc(F)cc1 → -0.1 | 2 | -38 | 0.9

# Remaining list, next part
Compound	FBW7 act	MITF primary	TEAD-YAP block	GPR151 ag
COc1cc(CNC(=O)C2CC(O)CN2C(=O)Nc2ccccc2)cc(OC)c1OC (stereo not given)	1.1	10	16	0.1
Cn1cc(Cl)c(C(=O)NNC(=O)c2nn(C)cc2[N+](=O)[O-])n1	0.0	4	7	0.3
CC(=O)Nc1ccc(Oc2ccnc3cc(Cl)ccc23)cc1	0.0	8	-12	-1.6
CCOC(=O)/C(N=Nc1ccc2c(c1)OCO2)=C(\C)O	-0.3	3	-23	-2.5
CCOc1ccc(N=c2scc(C)n2CCO)cc1	-0.2	13	-32	2.2
Cc1cccc(CN2C(=O)CCC2CCNCc2cc3c(cc2Cl)OCO3)c1 (stereo not given)	0.1	12	3	-1.3
O=C(CSc1nnc(-c2ccc3c(c2)OCO3)o1)NC(=O)Cc1ccccc1	-0.2	-1	0	1.7
COc1ccc(Oc2coc3cc(OC(C)C(=O)OCC(C)C)ccc3c2=O)cc1 (stereo not given)	0.2	16	-6	-0.4
COc1cc(/C=N/NC(=S)NCCN2CCOCC2)cc(OC)c1OC	0.5	9	6	0.9
Nc1cc(Cl)c2oc(-c3ccc(Cl)cc3Cl)nc2c1	0.2	-16	-29	0.8
CCN(C(=O)C(=O)c1c(C)n(C)c2ccccc12)C1CCCCC1	0.3	14	3	0.3
CCOC(=O)c1c(NC(=O)COc2ccc(Cl)cc2C2CCCCC2)sc(C)c1C	0.0	10	4	0.5
N#Cc1cc2cc3c(cc2nc1NCCNC(=O)COc1ccccc1)OCO3	0.3	24	-2	-0.9
Cc1cc(CNC2CCN(c3ccc(C(=O)NCc4ccccc4F)cc3)CC2)on1	0.3	-7	-6	-0.1
N#CC1=C(N)Oc2[nH]c(=S)[nH]c(=O)c2C12C(=O)Nc1ccccc12 (stereo not given)	-0.3	-20	1	0.0
COC(=O)COc1ccc(NC(=O)C(c2ccccc2)c2ccccc2)cc1	0.5	17	-4	1.1
COc1ccc(Cl)cc1NC(=O)N1CCC(CO)(Cc2ccccc2)CC1	0.2	6	3	-0.3
CC(C)N1CCN(c2c(Cl)cccc2NC(=O)c2ccc(Br)o2)CC1	-0.1	-6	-5	0.0
COc1ccc(N2C(=O)C3C4C=CC(C4)C3C2=O)cc1 (stereo not given)	0.1	1	11	-0.2
CCC(C(=O)Nc1ccc(F)cc1F)n1c2ccccc2c2nc(=O)cc(C)n21 (stereo not given)	0.1	-10	-5	-0.7
O=S(=O)(c1cccc(S(=O)(=O)N2CCCC2)c1)N1CCCCCC1	0.8	12	3	0.0
CCCCn1c(=S)[nH]c2sc3c(c2c1=O)CCCC3	0.1	-9	-15	0.2
Cc1ccc(NC(=O)CC(=O)Nc2ccc(C)cc2)cc1	0.0	6	-4	0.5
Cc1c(C=C2C(=O)NC(=O)NC2=O)c2ccccc2n1Cc1ccccc1	-1.2	3	-7	1.1
COc1ccc(Cl)cc1-c1nc(C=Nc2ccc(F)cc2)c(O)o1	1.1	-23	3	-0.6
CN(C)c1nc2ccc(OCCN3CCOCC3)cc2s1	0.1	0	-34	-1.0
COc1cccc(C2C(C(=O)N(C)C)=C(C)Nc3nc4ccccc4n32)c1OC (stereo not given)	-0.1	4	-2	0.0
CCCCN(C)C(=O)Cc1ccc(NC2=NC3CS(=O)(=O)CC3S2)cc1 (stereo not given)	-0.2	-8	0	0.1
COc1ccc(-n2cnc3cc(NCc4ccncc4)ccc32)cc1	-0.3	5	-6	-0.8
CCOc1ccccc1Nc1sc(C(=O)c2ccc(Cl)cc2)c(N)c1C#N	-0.1	2	-6	2.2
O=C(c1cccnc1Nc1ccc(F)cc1)N1CCOCC1	0.5	5	-4	-0.9
Cc1oc2cc3oc(=O)ccc3cc2c1C	0.7	22	-21	-2.2
CCN(c1ccccc1)S(=O)(=O)c1ccc(Cl)c(C(=O)OCC(N)=O)c1	0.0	-14	-7	-0.7
CCN(CC)Cc1cc(NC(C)=O)ccc1OC(=O)c1ccc(Br)cc1	0.2	-1	-2	-0.2
O=S(=O)(NCCOc1ccccc1)c1ccc2ccccc2c1	0.0	11	7	-0.1
COc1cccc(NC(=O)C2C3C=CC4(O3)C2C(=O)N(C2CCCCCC2)C4C(=O)NC2CCCCC2C)c1 (stereo not given)	0.5	27	-3	-1.4
Cc1nn(-c2ccccc2)c(Cl)c1C(=O)Nc1ccc(C)c2ncccc12	-0.1	-9	12	0.4
COc1cccc(NS(=O)(=O)c2ccc3c(c2)[C@H]2C=CC[C@H]2[C@@H](c2cccc(C)c2)N3)c1	0.0	13	5	1.5
COc1ccccc1C1(CC(=O)N2CCNC(=O)C2)CC(=O)N(C2CCCC2)C1=O (stereo not given)	0.1	7	-9	1.3
CCN(c1cccc(C)c1)S(=O)(=O)c1ccc2[nH]cc(C(=O)NCCc3ccc(OC)c(OC)c3)c(=O)c2c1	-0.2	17	5	-1.2
CC(=O)NNC(=O)c1[nH]c2ccc(Cl)cc2c1-c1ccccc1	-0.1	-6	0	-1.0
COc1cc(C(=O)N[C@@H](Cc2ccc(O)cc2)C(=O)O)ccc1OCc1ccccc1	0.5	5	-9	-1.5
COc1ccc(CN(CCC(c2ccc(OC)cc2)C2CCOC(C)(C)C2)C(C)=O)cc1 (stereo not given)	0.3	-13	5	0.0
O=C(CSc1nnc(-c2cccs2)o1)c1ccc[nH]1	-0.1	3	10	-2.9
COc1ccc(C(=O)COC(=O)CCCC(=O)Nc2cccc(C(F)(F)F)c2)cc1	-0.1	-1	8	0.6
CCOC(=O)C1CCCN(Cn2ncc3cc([N+](=O)[O-])ccc32)C1 (stereo not given)	0.3	-5	0	0.4
OCCNCCCCOc1ccccc1Cl	0.0	-2	-10	2.9
O=[N+]([O-])c1ccc(Cl)cc1NCCc1ccccc1	-0.7	4	-15	0.8
COC(=O)c1ccc2c(=O)n(Nc3ccnc4cc(Cl)ccc34)c(SCc3cccc(F)c3)nc2c1	0.7	18	8	-0.7

# In the list so far, these have a COOH group:
Compound	FBW7 act	MITF primary	TEAD-YAP block	GPR151 ag
O=C(O)CCCCC(=O)CC[C@H]1[C@H](O)CC(O)[C@@H]1CCC(=O)O (stereo not given in full)	nt	-8	nt	-1.4
CCCCC[C@@H](O)[C@@H](O)C/C=C\C/C=C\C/C=C\CCCC(=O)O	nt	2	nt	-1.4
COc1cc(C(=O)N[C@@H](Cc2ccc(O)cc2)C(=O)O)ccc1OCc1ccccc1	0.5	5	-9	-1.5
